PP5 primary: PP5 phosphatase inhibitors, primary screen, biochemical, fluorescence. inhibition, % at 6.7 µM. 320,000 tested, 0.18% active. purified PP5c, OMFP substrate fluorescence. AID 1987, 2009;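 active means inhibition above the campaign's mean inhibition across all tested compounds plus 3 SD, cut at about 9.5% in these data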;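 further: 0% = DMSO only and 100% = 100 µM cantharidin control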
Target sequence (P53041 whole entry, looked up): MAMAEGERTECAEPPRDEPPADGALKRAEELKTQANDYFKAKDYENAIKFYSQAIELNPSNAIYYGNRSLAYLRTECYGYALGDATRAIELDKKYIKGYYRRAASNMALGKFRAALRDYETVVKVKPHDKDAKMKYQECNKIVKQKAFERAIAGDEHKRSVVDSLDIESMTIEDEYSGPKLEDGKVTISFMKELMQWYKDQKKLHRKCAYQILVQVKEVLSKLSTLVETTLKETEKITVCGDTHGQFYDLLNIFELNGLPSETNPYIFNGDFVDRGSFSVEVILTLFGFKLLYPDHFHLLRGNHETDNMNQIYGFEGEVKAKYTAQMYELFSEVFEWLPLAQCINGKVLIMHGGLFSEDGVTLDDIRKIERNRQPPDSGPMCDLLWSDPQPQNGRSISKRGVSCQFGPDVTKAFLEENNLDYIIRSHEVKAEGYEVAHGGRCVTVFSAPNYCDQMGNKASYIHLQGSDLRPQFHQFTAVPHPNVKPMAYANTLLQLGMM
HCV core dimer: inhibitors of HCV core protein dimerization, primary screen, biochemical, TR-FRET, high-throughput | TR-FRET GST/Flag-core106 dimerization, 1536-well | inhibition, % at 5 µM | 300,000 tested, 0.33% active;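 active means inhibition above the mean of all tested compounds plus 3 SD, set per screening campaign, cut at about 45% in these data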
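System: GST-tagged and Flag-tagged HCV core protein residues 1-106 / Input: core106 proteins, GST 13.5 nM and Flag 17 nM / Buffer or medium: KF-containing HEPES buffer, pH 7.45, DTT, CHAPS, BSA / Probe or stimulus: Eu-anti-GST and XL665-anti-Flag labelled anti-tag antibodies / Schedule: 4 h, 22.5 °C incubation / Technique: TR-FRET 671 and 617 nm emission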
Efflux pump inh: inhibitors of Candida efflux pumps in yeast, primary screen, S. cerevisiae, Nile Red, multiplex. S. cerevisiae Candida pump triplex. inhibition, % at 10 µM. 330,000 tested, 0.44% active;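 active means plate passing quality check with inhibition over a set limit, or well fluorescence over plate mean plus 4 SD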;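 further: Nile Red retained in pooled yeast measured as flow cytometry median fluorescence; 0% = buffer negative control and 100% = Enniatin B positive control; higher means more Nile Red kept so more efflux inhibition; some compounds called inactive have numbers as strong as hits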
ZTA DNA inh: blocks Epstein-Barr virus ZTA, an EBNA-1 counter-screen; inhibition, % at 11 µM; ZTA-DNA binding, fluorescence polarization; P03206; 320,000 tested, 0.15% active; in the data active means inhibition above about 33%
Target sequence (P03206 whole entry, looked up): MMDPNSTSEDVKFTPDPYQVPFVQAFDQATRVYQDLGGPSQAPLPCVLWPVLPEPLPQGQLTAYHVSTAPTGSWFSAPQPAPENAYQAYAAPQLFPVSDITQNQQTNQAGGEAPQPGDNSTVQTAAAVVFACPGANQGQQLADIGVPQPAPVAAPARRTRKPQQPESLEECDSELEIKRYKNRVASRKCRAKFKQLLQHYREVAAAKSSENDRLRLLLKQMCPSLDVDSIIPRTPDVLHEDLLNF
CTSL1 counter: Fasciola hepatica cathepsin L1 inhibitors, primary screen, counter-screen for PFM18AAP inhibitor project, biochemical, QFRET, fluorogenic peptide substrate. recombinant F. hepatica cathepsin L1, Z-Leu-Arg-MCA fluorescence. inhibition, % at 5.96 µM. 300,000 tested, 0.49% active. AID 1906, 2009;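 active means inhibition above the mean of all tested compounds plus 3 SD, set per screening campaign, cut at about 17% in these data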;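 further: 0% = plate median of test compound wells and 100% = 1 µM Z-Phe-Ala-diazomethylketone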
EBNA-1 inh: EBNA-1 DNA-binding inhibitors, primary screen, biochemical, fluorescence polarization | inhibition, % at 14.8 µM | 300,000 tested, 0.34% active | AID 1950, 2009; in the data active means inhibition above about 28%
PP1 counter: PP1-alpha phosphatase inhibitors, primary screen, counter-screen for PP5 inhibitor project, biochemical, fluorescence, OMFP substrate, single point | Serine/threonine-protein phosphatase PP1-alpha catalytic subunit (Homo sapiens), P62136 | purified PP1alpha | inhibition, % at 6.7 µM | 320,000 tested, 0.9% active | AID 2235, 2010;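 active means inhibition above the mean inhibition of all tested compounds plus 3 SD, computed separately for each screening campaign, cut at about 15% in these data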
Target sequence (P62136 whole entry, looked up): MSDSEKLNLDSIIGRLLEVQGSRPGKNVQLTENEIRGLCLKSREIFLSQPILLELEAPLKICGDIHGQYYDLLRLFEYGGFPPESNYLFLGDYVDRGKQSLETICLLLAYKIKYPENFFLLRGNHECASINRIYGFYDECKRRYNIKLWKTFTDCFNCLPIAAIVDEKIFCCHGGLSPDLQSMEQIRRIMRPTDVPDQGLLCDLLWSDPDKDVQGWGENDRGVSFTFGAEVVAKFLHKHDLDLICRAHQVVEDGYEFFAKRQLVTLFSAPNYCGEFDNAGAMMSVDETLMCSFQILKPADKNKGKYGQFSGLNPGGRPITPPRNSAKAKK
TPT1 inhibitor: Candida albicans TPT1 enzyme inhibitors, primary screen, biochemical, fluorescence polarization; recombinant caTPT1, FP RNA substrate dephosphorylation; AID 1962, 2009; 300,000 tested, 0.81% active; inhibition, % at 5 µM; tRNA 2'-phosphotransferase TPT1 (Candida albicans SC5314);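 active means inhibition above the mean of all tested compounds plus 3 SD, set per screening campaign, cut at about 24% in these data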;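 further: plate controls were DMSO alone for no effect and ferristatin control at 100 nM for full effect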
PREPL inhibitor: PREPL enzyme inhibitors, primary screen, biochemical, fluorescence polarization; recombinant PREPL, fluorescence polarization activity-based probe; inhibition, % at 5.96 µM; Prolyl endopeptidase-like (Homo sapiens), Q4J6C6; 320,000 tested, 0.68% active; in the data active means inhibition above about 43%;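 further: 0% = enzyme with DMSO and 100% = wells lacking enzyme; many of its hits are not listed in these tables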
The depositor's hits bear a star; . = not tested or not shown. Some of the compounds tested; the hit share may differ from the screen's.

(1) O=C(C1Cc2ccccc2CN1S(=O)(=O)c1ccc(F)cc1)N1CCOCC1 (centres undefined)
(2) O=C(NCCc1nc2ccccc2[nH]1)/C(=C/c1ccco1)NC(=O)c1ccccc1Br
(3) C=CCNC(=S)Nc1ccccc1-c1nnc2n1CCCCC2
(4) CCCC(=O)NCC(c1cccs1)S(=O)(=O)c1ccc(C)cc1 (centres undefined)
(5) CC(=O)Nc1ccc(S(=O)(=O)NC(C(=O)O)C(C)C)cc1 (centres undefined)
(6) CN(C)c1ccc(C(=O)c2ccc(N(C)C)c3ccccc23)cc1
(7) CCCCCCCCCCCCC(=O)CCCCC(=O)O
(8) Cc1ccc(CNC(=O)CNS(=O)(=O)c2ccc3c(c2)C(C)(C)C(=O)N3C)cc1

Assay by compound,1,2,3,4,5,6,7,8
PP5 primary,0.3,-2.3,1.5,0.6,3.6,3.0,1.3,2.3
HCV core dimer,-0.3,-2.3,1.3,0.1,-4.4,17.8,1.2,5.3
Efflux pump inh,-0.2,0.1,0.1,0.0,0.3,0.2,0.1,-0.1
ZTA DNA inh,6.4,6.2,-4.3,13.7,-18.8,2.5,-5.4,12.3
CTSL1 counter,-7.0,0.0,-0.2,1.5,-1.9,-2.8,-1.3,-2.7
EBNA-1 inh,6.2,-0.7,-11.1,-5.7,-6.3,-2.8,-2.6,-1.5
PP1 counter,0.7,-2.3,2.6,-1.3,-2.9,0.6,-5.1,-1.7
TPT1 inhibitor,-2.1,0.0,-0.4,-0.5,2.3,2.6,-2.7,1.3
PREPL inhibitor,6.8,-12.6,2.4,11.1,2.3,17.8,-2.4,0.8

(9) C/C(N)=C(/C#N)C(=O)CSc1nc2ccccc2c(=O)n1-c1ccccc1C
(10) CCOC(=O)N1CCN(C(=O)C2CC(=O)N(c3ccc(OC)cc3)C2c2ccc(OC)cc2)CC1 (centres undefined)
(11) Cc1nc(C(=O)O)nn1-c1cc(Cl)ccc1Cl
(12) NNC(=O)CNC(=O)C12CC3CC(CC(C3)C1)C2
(13) O=C(NC1CCCC1)c1ccc2nc[nH]c2c1
(14) Cn1c(CCc2ccccc2)nnc1SCC(N)=O
(15) COc1ccc(C(=O)Cn2c(C(=O)/C=C/c3ccccc3)nc3ccccc32)cc1
(16) Cc1c(NC(N)=O)c(=O)n(-c2ccccc2)n1C

Assay by compound,9,10,11,12,13,14,15,16
PP5 primary,0.9,2.7,-1.2,-2.6,0.5,0.2,1.8,4.1
HCV core dimer,4.5,0.0,5.4,-0.2,-2.5,9.4,20.4,-1.1
Efflux pump inh,0.1,0.0,0.0,0.0,-0.2,-0.1,0.0,0.1
ZTA DNA inh,12.6,7.7,-4.1,6.4,-23.4,-7.8,-9.1,0.2
CTSL1 counter,-3.3,-1.9,-0.1,-1.7,-2.6,-2.4,4.2,-1.5
EBNA-1 inh,-9.7,-0.9,5.3,10.8,-6.3,-8.3,9.9,3.5
PP1 counter,0.1,-4.7,-5.9,0.9,0.9,-1.4,-2.6,6.4
TPT1 inhibitor,-0.7,2.1,2.9,1.4,-0.8,1.4,-3.3,-0.4
PREPL inhibitor,4.7,-4.6,-5.0,0.4,4.7,6.3,3.0,-5.4

(17) C=CCn1c(SCC(=O)c2ccc(F)cc2)nnc1-c1ccc2c(c1)OCO2
(18) CC(=O)c1cc2c(cc1N(C(=O)c1ccco1)C(C(=O)NC1CCCC1)c1ccccc1F)OCO2 (centres undefined)
(19) O=C(CNc1ccccc1)N/N=C/c1ccc([N+](=O)[O-])cc1
(20) CCc1ccc(C2c3[nH]c4ccccc4c3CCN2C(=O)c2ccc(=O)n(C)n2)cc1 (centres undefined)
(21) CCCCN(CC)Cc1ccc(CNC(=O)Nc2ccc(OCC)cc2)o1
(22) Cc1cc(C)nc(NS(=O)(=O)c2ccc(NS(=O)(=O)c3ccsc3)cc2)n1
(23) CC1CCCN(C(=O)CN2C(=O)c3ccccc3S2(=O)=O)C1 (centres undefined)
(24) Clc1ccccc1/C=N/c1cc(-c2ccccc2)nn1-c1ccccc1

Assay by compound,17,18,19,20,21,22,23,24
PP5 primary,2.4,-0.3,5.9,4.6,-2.5,1.7,1.5,-0.9
HCV core dimer,15.0,-0.6,8.9,12.5,3.8,-2.8,.,-0.8
Efflux pump inh,-0.1,-0.1,0.0,-0.1,-0.1,-0.1,0.2,0.5
ZTA DNA inh,1.7,8.8,-22.0,0.8,10.2,-12.8,-1.4,13.8
CTSL1 counter,-4.4,-20.4,10.2,4.9,1.7,7.3,.,2.3
EBNA-1 inh,5.2,2.0,-4.4,-10.6,14.4,-8.4,.,-4.5
PP1 counter,-4.7,1.9,3.1,1.1,3.5,-0.5,-1.2,-5.5
TPT1 inhibitor,0.5,-3.7,-1.3,-6.4,5.3,1.0,.,-3.1
PREPL inhibitor,18.2,-0.8,30.7,8.0,0.0,2.2,7.0,-0.8

(25) Cc1ccccc1C(=O)Nc1cc(NC(=O)c2ccccc2C)cc(C(=O)O)c1
(26) CC(=O)c1ccccc1OCCOc1ccccc1C(C)=O
(27) C=CC(COCc1ccccc1)N(Cc1ccc(OC)cc1)S(=O)(=O)c1ccccc1Br (centres undefined)
(28) Oc1ccccc1CNn1cnnc1
(29) O=C(CCC1CCCN(C(=O)C2=CCCC2)C1)N1CCN(c2ccccn2)CC1 (centres undefined)
(30) CC(C)OCc1c(C(=O)Nc2nccs2)oc2ccccc12
(31) CC1Cc2ccccc2N1C(=O)CNc1cccc(S(=O)(=O)N2CCCC2)c1 (centres undefined)
(32) CCCCCNS(=O)(=O)c1cc(C)ccc1OC

Assay by compound,25,26,27,28,29,30,31,32
PP5 primary,0.1,7.8,1.6,3.2,0.2,-1.2,1.1,2.5
HCV core dimer,5.3,1.1,1.0,1.7,1.1,2.7,7.3,-2.2
Efflux pump inh,-0.1,0.0,-0.1,0.0,-0.2,0.2,0.3,0.2
ZTA DNA inh,-8.2,-5.7,5.7,3.4,0.2,-1.2,-3.5,8.2
CTSL1 counter,-2.7,-1.8,1.1,2.7,0.8,-0.5,0.1,-2.6
EBNA-1 inh,-7.0,12.2,4.9,6.1,-2.3,-5.9,-10.2,-10.1
PP1 counter,-2.9,0.6,6.6,-0.8,-1.9,-7.6,-0.2,0.4
TPT1 inhibitor,-4.5,-1.8,-1.7,-4.0,-1.6,4.7,0.4,-0.6
PREPL inhibitor,-8.1,1.1,-4.8,15.0,-1.9,6.2,14.1,6.9

(33) Cc1n[nH]c(C)c1Sc1ccccc1N=Cc1cc([N+](=O)[O-])ccc1O
(34) O=C(O)c1ccccc1Nc1ccc([N+](=O)[O-])cc1
(35) Cc1cc(C(=O)COC(=O)c2ccccc2O)c(C)n1CC1CCCO1 (centres undefined)
(36) Cc1csc(NC(=O)C2COc3ccccc3O2)n1 (centres undefined)
(37) COc1ccc(CNS(=O)(=O)c2csc(C(N)=O)c2)cc1OC
(38) O=C(CN1CCN(c2ccc(O)cc2)CC1)NC1CCCc2ccccc21 (centres undefined)
(39) Cc1ccc(S(=O)(=O)NCCC(=O)N2CCN(S(=O)(=O)c3ccccc3)CC2)cc1C
(40) COc1ccc(Cl)c(Cn2c(NCC(C)O)nc3c2c(=O)n(C)c(=O)n3C)c1 (centres undefined)

Assay by compound,33,34,35,36,37,38,39,40
PP5 primary,-0.4,1.1,-1.1,0.9,-3.6,1.1,-1.5,2.3
HCV core dimer,2.9,-2.2,.,-2.2,-10.4,-1.2,-1.1,-2.6
Efflux pump inh,-0.2,-0.3,0.0,0.1,0.0,-0.1,-0.1,-0.1
ZTA DNA inh,11.2,-8.9,-7.4,1.2,-0.6,-4.9,15.5,5.9
CTSL1 counter,0.3,2.3,.,-1.6,-3.1,-0.3,1.1,-1.2
EBNA-1 inh,1.4,0.7,.,-2.5,-3.6,0.2,6.5,2.0
PP1 counter,6.8,2.0,-0.9,-7.8,-7.0,-1.2,-4.6,-0.5
TPT1 inhibitor,0.4,-10.0,.,0.1,2.0,1.2,-4.1,1.9
PREPL inhibitor,1.1,-2.6,30.0,-5.2,3.6,2.6,21.7,-9.1

(41) O=C(NC(=S)Nc1ccc(N2CCCCC2)cc1)c1ccco1
(42) Cn1nnnc1SCC(=O)NNC(=O)c1ccc(Cl)cc1
(43) Cc1c(C(=O)N2CCN(S(=O)(=O)c3ccccc3F)CC2)oc2c(Cl)cccc12
(44) C/C(=N\NS(=O)(=O)c1ccc(C)cc1)c1ccc(C)o1
(45) COc1ccc2ccccc2c1CNCc1ccccn1
(46) CC1=C(C(=O)O)N2C(=O)C(NC(=O)c3ccc(F)cc3)C2SC1 (centres undefined)
(47) Cc1ccccc1C(=O)N1CCC(C(=O)NC2CCCCC2)CC1
(48) Cc1ccc(C(=O)c2cc(C)sc2N)cc1
(49) COC(=O)c1cc2c(N)c(C(=O)c3ccc(Cl)cc3)sc2nc1C(OC)OC

Assay by compound,41,42,43,44,45,46,47,48,49
PP5 primary,0.3,5.3,0.9,2.6,1.0,-1.5,0.6,2.9,2.2
HCV core dimer,-0.4,-9.7,.,-2.0,-8.1,.,-4.1,10.7,-4.5
Efflux pump inh,-0.2,-0.1,0.2,-0.1,0.2,0.1,0.1,0.0,0.1
ZTA DNA inh,6.4,-6.1,5.7,-2.0,-7.8,8.9,-9.5,-18.8,7.3
CTSL1 counter,4.6,-2.0,.,-4.1,0.2,.,-2.0,5.0,8.2
EBNA-1 inh,9.3,1.2,.,-7.5,-4.4,.,-15.4,0.2,-7.8
PP1 counter,-2.6,3.5,-3.2,0.4,-1.5,-4.1,1.6,-1.6,-1.9
TPT1 inhibitor,2.0,-2.0,.,-1.8,-1.1,.,-0.7,6.3,16.9
PREPL inhibitor,1.3,6.6,-4.4,6.3,0.9,0.9,14.1,11.0,8.6

Compounds listed so far that have a Cl atom:
(11) Cc1nc(C(=O)O)nn1-c1cc(Cl)ccc1Cl
(24) Clc1ccccc1/C=N/c1cc(-c2ccccc2)nn1-c1ccccc1
(40) COc1ccc(Cl)c(Cn2c(NCC(C)O)nc3c2c(=O)n(C)c(=O)n3C)c1 (centres undefined)
(42) Cn1nnnc1SCC(=O)NNC(=O)c1ccc(Cl)cc1
(43) Cc1c(C(=O)N2CCN(S(=O)(=O)c3ccccc3F)CC2)oc2c(Cl)cccc12
(49) COC(=O)c1cc2c(N)c(C(=O)c3ccc(Cl)cc3)sc2nc1C(OC)OC

Assay by compound,11,24,40,42,43,49
PP5 primary,-1.2,-0.9,2.3,5.3,0.9,2.2
HCV core dimer,5.4,-0.8,-2.6,-9.7,.,-4.5
Efflux pump inh,0.0,0.5,-0.1,-0.1,0.2,0.1
ZTA DNA inh,-4.1,13.8,5.9,-6.1,5.7,7.3
CTSL1 counter,-0.1,2.3,-1.2,-2.0,.,8.2
EBNA-1 inh,5.3,-4.5,2.0,1.2,.,-7.8
PP1 counter,-5.9,-5.5,-0.5,3.5,-3.2,-1.9
TPT1 inhibitor,2.9,-3.1,1.9,-2.0,.,16.9
PREPL inhibitor,-5.0,-0.8,-9.1,6.6,-4.4,8.6
